AID2073: inhibitors of Mint1-CaV2.2 protein interaction, biochemical, HTRF (AID 2073) | HTRF protein-protein interaction, Mint1-CaV2.2; higher % means a stronger effect | inhibition, % at 20 µM, or IC50 in µM where a hit was titrated | 290,000 tested, 0.19% active; in the data active means inhibition mostly above about 51%, no sharp cut-off; inconclusive means no clear call, values can overlap the other calls; inactive means mostly below about 53%; further: some results filed as inactive read as strong as hits
Ins promoter up: MIN6 insulin promoter up-regulation | MIN6 insulin promoter-GFP reporter, high-content imaging; active compounds read high | z-score at 5 µM | 190,000 tested, 0.3% active;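 active means z-score above 3 at 5 µM with at least 500 cells counted in the well; inconclusive means wells under 500 cells, flagged as cytotoxic or low count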
Autophagy mod: alters autophagy in cells. MEF GFP-LC3 puncta imaging; test concentration mostly 10 µM. calls only at 10 µM (by protocol). 190,000 tested, 0.98% active;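 active means percentage of spot-positive cells more than 3 SD above its plate mean, without a fluorescence outlier flag or 80% toxicity; inconclusive means no clear call, values can overlap the other calls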;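 further: spot-positive cell cutoff set from DMSO-treated cells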
b-catenin transl: modulators of beta-catenin nuclear translocation; HeLa beta-catenin nuclear translocation, immunofluorescence imaging; AID 1665; nuclear translocation activity, % at 5 µM; 190,000 tested, 0.3% active;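 active means nuclear translocation activity above 50% at 5 µM, with a well cell count of 50 or more; inconclusive means wells under 50 cells across six images, flagged as toxic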;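 further: per-cell ratio of nuclear to cytoplasmic median beta-catenin stain intensity; plate controls were DMSO negative control for no effect and GSK-3 inhibitor IX positive control for full effect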
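test system = HeLa cells, endogenous beta-catenin | dosing = single 5 µM dose plus 0.02–20 µM confirmation series | times = compound treatment 24 h, 37°C, 5% CO2 | technique = beta-catenin immunofluorescence imaging with DAPI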
Dynein cargo inh: blocks dynein driven cargo transport along microtubules; 3617.4 mouse cells, GR-EGFP nuclear translocation imaging; test concentration mostly 20 µM; stimulated with dexamethasone, 1 µM; active compounds read low; z-score, hits read low; 220,000 tested, 0.47% active; AID 1381;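 active means plate z-score of nuclear minus cytoplasmic receptor signal below a set negative limit, without overly bright fluorescence or cell loss, cut at about -3.5 in these data, passing the limit was not always enough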;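 further: z-score of nuclear minus cytoplasmic ring GR-EGFP intensity difference per well; some compounds called inactive have numbers as strong as hits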
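Buffer or medium: tet-free medium with charcoal-stripped serum / Also added: dexamethasone agonist, 1.0 µM final, for 30 min / Timing: induction 48 h, compound 1 h, agonist 30 min / Measured by: high-content fluorescence imaging after fixation / Read-out: nuclear-to-cytoplasmic GR-EGFP distribution per well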
WT yeast gro inh: growth inhibition of WT yeast, mitochondrial fusion screen; mitochondrial fusion phenotypic screen, WT strain; inhibition, % at 10 µM; 190,000 tested, 2.1% active; in the data active means inhibition above about 58%; tested in S. cerevisiae
HIV peptide binding: cell-free HIV fusion peptide-binding blockers – biochemical, uHTS, fluorescence dequenching, primary screen (AID 1986) | cell-free peptide binding, fluorescence dequenching, 30 min; higher % means a stronger effect | inhibition, % at 20 µM, or IC50 in µM where a hit was titrated | 290,000 tested, 0.3% active; in the data active means inhibition mostly above about 52%, no sharp cut-off; inactive means mostly below about 76%; further: some results filed as inactive read as strong as hits
Yfh1-depleted yeast: enhancers of respiration in Yfh1-depleted yeast, dose response, Friedreich's ataxia, plus single-dose screen (AID 1465); S. cerevisiae Yfh1-off respiration, WST-1 reduction, 72 h; higher fold induction means a stronger effect; fold induction at 50 µM; hits with a dose series show EC50 in µM; 220,000 tested, 0.074% active;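 active means fold induction of absorbance versus untreated yeast above a set limit, then at least 30% activation at any dose in follow-up; inconclusive means repeats straddling the limit, or above it without dose testing; inactive means fold induction below the set limit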;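 further: activators that raise dye reduction in frataxin-depleted yeast; strong numbers were not always called active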
MT stabilizer: stabilizes microtubules in HeLa cells. HeLa tubulin immunostaining HCS, 24 h; share of cells brighter than vehicle mean+2SD. % tubulin-high responders, % at 10 µM. 200,000 tested, 0.83% active. AID 2205;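 active means plate Z-score above 3 for both tubulin-high and condensed-nucleus cell shares, with cell loss under 80%, at 10 µM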;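 further: anti alpha tubulin signal scored within the nucleus-defined area of each cell; some results filed as inactive read as strong as hits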
WT yeast gro inh mutant strain: also measured in WT yeast gro inh; calls as there; inhibition, %; mitochondrial fusion phenotypic screen, mutant strain inhibition
Dynein cargo inh cytoplasmic EGFP: also measured in Dynein cargo inh; calls as there; z-score; measured here: cytoplasmic GR-EGFP intensity; active compounds read high
Dynein cargo inh nuclear GR-EGFP: recorded beside Dynein cargo inh, whose call it bears; z-score; measured here: nuclear GR-EGFP intensity;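 lower value marks the stronger effect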
Dynein cargo inh cell count: further read-out of Dynein cargo inh, marked with its call; z-score; measured here: cell count per field
Ins promoter up cell count: second read-out of Ins promoter up, no call of its own (marks repeat the call); cell count; measured here: cytotoxicity, nuclei count;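 total cells summed across four imaged fields per well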
b-catenin transl cell count 5 µM: further read-out of b-catenin transl, marked with its call; cell count; measured here: cell count, cytotoxicity flag
MT stabilizer Hoechst-high %: further read-out of MT stabilizer, marked with its call; % Hoechst-high responders; measured here: nuclear condensation Hoechst responders;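 share of cells brighter than vehicle mean plus two SD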
MT stabilizer cytotoxicity %: further read-out of MT stabilizer, marked with its call; toxicity, %; measured here: cytotoxicity by cell density;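 0% = mean cell density of plate MIN control wells and 100% = no cells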
Autophagy mod cell loss 18 h: second read-out of Autophagy mod, no call of its own (marks repeat the call); toxicity, %; measured here: cell loss, nuclei count;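 cell loss after 18 h compound exposure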
The depositor's hits bear a star; i = inactive; ? = inconclusive; nt = no result given; & = joins results of further samples.

SMILES	AID2073	Ins promoter up	Ins promoter up cell count	Autophagy mod	Autophagy mod cell loss 18 h	b-catenin transl	b-catenin transl cell count 5 µM	Dynein cargo inh	Dynein cargo inh cytoplasmic EGFP	Dynein cargo inh nuclear GR-EGFP	Dynein cargo inh cell count	WT yeast gro inh	WT yeast gro inh mutant strain	HIV peptide binding	Yfh1-depleted yeast	MT stabilizer	MT stabilizer Hoechst-high %	MT stabilizer cytotoxicity %
CC12CN3CCN(CC(C3)C1(O)CN1CCOCC1)C2 (stereo not drawn)	4%	-2.4	908	i	41	-3.2	980	2.3	-0.089	1.7	-1	10	-1	0.6%	i	7.2	1.8	17
CC1(C)CC(Nc2ccc(Nc3ccccc3)cc2)CC(C)(C)N1	19%	nt	nt	nt	nt	-0.2	978	3.1	0.79	2.2	-2.9	nt	nt	-0.9%	?	nt	nt	nt
CCc1noc(C)c1C(=O)N1CCCC(C(=O)c2cc(F)ccc2OC)C1 (stereo not drawn)	12%	-0.64	1437	i	11	-4.3	1058	-1.1	-0.073	-0.43	1.7	0	11	0.8%	i	2.8	1.0	1.1
COCCN=c1scc(-c2ccco2)n1/N=C/c1ccc(O)c(O)c1O	78%	0.85	1310	i	-12	-4.6	1023	-1.3	-0.21	-0.27	1.5	-5	19	60%	i	5.1	3.7	12
CCC(C(=O)N1CCN(c2ncccn2)CC1)c1ccccc1 (stereo not drawn)	7%	0.24	1101	nt	nt	0.8	1314	0.59	-0.72	0.53	-0.082	nt	nt	-0.8%	i	nt	nt	nt
CCOC(=O)NC(=O)C(=CNNc1ncc(C(F)(F)F)cc1Cl)C(=O)NC(=O)OCC	-4%	-0.03	1248	i	13	-3.8	1132	0.78	-0.25	0.69	0.63	0	7	-2.0%	i	5.1	2.6	9.1
COc1cc(Cn2c(-c3ccc(O)c(OC)c3)nc3ccccc32)ccc1O	3%	-0.41	1055	nt	nt	-1.7	1399	-0.4	-0.27	0.21	0.87	nt	nt	-0.9%	i	nt	nt	nt
CN1CCN(C(=O)c2cc3nc(-c4ccccc4)cc(C(F)(F)F)n3n2)CC1	2%	-1.9	857	i	4	-4.5	1103	0.21	-0.2	0.33	-0.33	0	-11	-1.3%	i	1.4	1.2	5.9
CCCc1nc2ccccc2c2nc(N)nn12	-6%	-0.53	1043	i	-1	-0.7	1111	1.2	-0.16	0.86	-0.54	-1	5	-0.1%	i	2.7	1.9	1.1
NC(=O)C1CCCN(CCc2ccccc2)C1 (stereo not drawn)	7%	-0.4	1605	i	-6	-1.7	1323	-0.61	-0.1	-0.96	-0.51	10	0	-0.9%	i	2.3	1.8	5.9
O=C(N/N=C/c1ccccn1)c1cc(-c2ccc(Cl)cc2)nc2ccccc12	2%	0.31	1005	i	25	-3.9	553	-0.09	-0.24	0.48	0.38	62	73	0.7%	i	7.8	6.1	30
CCc1nc2ccccc2n1CC(=O)N1CCN(S(=O)(=O)c2cccc(C(F)(F)F)c2)CC1	1%	0.42	1524	i	-1	-0.2	1311	-0.53	-0.2	-0.37	0.22	14	-5	6.1%	i	1.5	1.7	10
CNC(=O)c1cc2cc(Br)ccc2s1	10%	-0.01	1401	i	12	0.0	1115	-0.2	-0.35	0.26	0.00056	-7	32	2.3%	i	3.1	2.6	8.3
Cc1ccc2c(c1)N(CCC(=O)NC(C)C)C(=O)CO2	-7%	nt	nt	i	-3	-0.3	1199	-0.053	-0.44	-0.00053	0.017	1	-14	-0.6%	i	1.6	0.8	8.1
CCN(CC)S(=O)(=O)C1CCS(=O)(=O)C1 (stereo not drawn)	1%	0.16	1176	i	29	-2.0	1238	-0.83	-0.18	0.27	0.44	-7	-4	0.5%	i	1.6	3.0	12
CCn1c(COc2cccc(C)c2C)nnc1SCC(=O)Nc1cc(C)on1	28%	-0.09	1484	i	-8	1.3	956	-0.38	-0.33	0.29	0.36	-5	-3	-1.1%	i	4.5	1.6	5.7
Cc1ccc(S(=O)(=O)N[C@H](C(=O)N2CCC(C(=O)NCC(=O)O)CC2)C(C)C)cc1	2%	-0.76	1132	i	16	0.4	1379	2	-0.18	0.85	-0.92	10	-2	0.9%	i	0.7	2.4	15
COCCNC(=O)c1noc2c1CCc1cc(OC)ccc1-2	3%	nt	nt	i	-9	0.5	1064	-0.58	-0.22	-0.11	0.65	-3	0	-1.4%	i	3.7	2.5	7.9
CCOC(=O)c1cn(-c2nc(-c3ccc(Cl)c(Cl)c3)cs2)c2c(F)c(N3CCOCC3)c(F)cc2c1=O	20%	2.1	1363	i	34	-2.2	1357	1.1	0.05	0.24	0.18	-24	6	1.3%	nt	3.7	1.5	2.4
CC(C)(C)N1C(=O)c2ccccc2NC(=O)N1Cc1ccccc1	-6%	nt	nt	i	30	1.0	1157	-0.36	0.058	0.17	0.051	-3	-13	0.7%	i	1.5	1.4	6.3
O=C(N/N=C/c1cccs1)c1ccc(NC(=O)c2ccccc2Cl)cc1	7%	1.2	1575	i	4	-3.3	1026	0.084	-0.083	0.25	-1.1	-2	1	-1.0%	i	8.5	2.3	7.9
CCCCCC(=O)NC(=S)Nc1ccc(N2CCCCC2)c(Cl)c1	1%	-1.3	1162	i	6	1.4	1389	-0.23	-0.23	0.5	0.24	3	-5	2.5%	i	2.8	1.0	8.1
O=C(OCC(=O)N1CCCc2ccccc21)c1cncc(Br)c1	3%	0.86	1423	i	10	-2.5	1141	-0.096	-0.074	0.068	-0.68	5	4	-0.1%	i	2.0	2.7	8.5
Cc1cc(N/N=C/c2ccccc2Cl)nc(NCc2ccccc2)n1	0%	nt	nt	i	-17	0.6	944	0.55	-0.26	0.16	-0.6	75	77	-2.1%	i	3.2	4.1	5.4
OCCN(CCO)CC(O)COc1ccc(Br)cc1 (stereo not drawn)	-1%&0%	-0.08&-0.09	1070&1072	nt	nt	1.1&-0.5	1301&1291	-0.68&-0.46	-0.29&-0.22	-0.74&0.086	0.78&0.03	nt	nt	0.8%&1.3%	i	nt	nt	nt
N#Cc1c(NC(=O)CCCl)sc2c1CCCCC2	-5%	0.35	1126	i	-4	0.3	1173	0.31	-0.12	0.062	-0.5	16	6	0.8%	i	2.3	2.5	0.4
O=C1c2cccc3c([N+](=O)[O-])ccc(c23)C(=O)N1Cc1cccnc1	-27%	2.9	887	i	21	-0.7	1027	-0.34	8.3	1.1	0.29	64*	37*	1.5%	i	3.8	4.6	8.3
O=C(CSc1ccc([N+](=O)[O-])cn1)Nc1ccc(N2CCOCC2)c(Cl)c1	-8%	0.46	1293	i	-5	-0.9	1550	-0.32	-0.31	-0.22	-0.044	-6	-6	-0.7%	i	3.6	1.7	6.8
Cc1ccc(OCCCC(=O)NC(C)c2ccccc2)c(C)c1 (stereo not drawn)	-8%	0.7	1559	i	21	-4.3	1043	0.054	-0.058	0.21	0.45	13	5	0.5%	i	1.8	1.4	4.0
COC(=O)C1=C(C)N=C2SCCC(=O)N2C1/C=C/c1ccccc1 (stereo not drawn)	0%	1.6	1058	i	-10	-0.4	1209	-0.42	-0.2	0.057	-0.14	11	14	-0.6%	i	4.5	2.3	7.6
COc1ccc2c(c1)CCc1c(C(=O)NCCCn3ccnc3)noc1-2	2%	-1.6	1111	i	1	-0.7	1391	-0.77	-0.19	-0.39	1	-2	-8	-0.9%	i	3.6	1.1	2.9
CC(C)[C@H](Nc1ncnc2c1oc1ccccc12)C(=O)O	12%	-0.31	1078	nt	nt	1.0	1307	-0.84	-0.24	-0.47	0.53	nt	nt	1.6%	i	nt	nt	nt
CCOC(=O)c1oc2ccc(S(=O)(=O)n3nc(-c4ccc(OC)cc4)cc3N)cc2c1C	15%	nt	nt	i	5	0.6	1073	-0.37	-0.22	-0.099	0.15	5	4	2.0%	nt	13*	25*	57*
CC(=O)CC(=O)Nc1ccc(C(N)=O)cc1	10%	-0.14	1572	i	5	-1.6	1021	0.18	-0.24	0.29	-0.47	-15	-8	-0.7%	i	1.0	1.5	6.1
Cn1c(O)c(N=NC(=O)c2cccc(S(=O)(=O)N3CCCCC3)c2)c2ccccc21	1%	-0.31	1234	i	1	-0.3	503	-0.66	-0.26	-0.37	1	-3	-9	-2.2%	i	4.3	1.8	2.2
Cc1c(OCc2ccc(C(=O)O)o2)ccc2c3c(c(=O)oc12)CCC3	18%	-0.37	1258	i	-1	-5.1	1066	0.038	-0.22	0.49	-0.63	3	15	0.8%	i	3.5	1.7	2.9

Screening results from PubChem.
